ABHD5-PLIN5 inh – ABHD5-PLIN5 interaction inhibitors, primary screen, cell lysate, split luciferase complementation, luminescence; inhibition, % at 4 µM; AID 602281, 2012; Split G. princeps luciferase complementation, 4 h; Perilipin-5 (Homo sapiens) + 1-acylglycerol-3-phosphate O-acyltransferase ABHD5 (Homo …; actives 0.78% (n = 360,000);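 active = inhibition above the mean inhibition across every tested compound plus 3 SD, cut at about 22% in these data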;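 also: 0% = DMSO only wells and the 100% control is not disclosed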
TLR9-MyD88 inh – inhibitors of TLR9-MyD88 association in cells, primary screen, cell-based, CHO, BLA complementation, fluorescence | CCF4 FRET ratio | inhibition, % at 4.98 µM | actives 0.21% (n = 340,000);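 active = inhibition above the mean over all tested compounds plus 3 SD, cut at about 21% in these data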;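 also: 0% = DMSO only wells and 100% = clavulanate BLA inhibitor control wells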
Target sequence (Q99836 whole entry, looked up): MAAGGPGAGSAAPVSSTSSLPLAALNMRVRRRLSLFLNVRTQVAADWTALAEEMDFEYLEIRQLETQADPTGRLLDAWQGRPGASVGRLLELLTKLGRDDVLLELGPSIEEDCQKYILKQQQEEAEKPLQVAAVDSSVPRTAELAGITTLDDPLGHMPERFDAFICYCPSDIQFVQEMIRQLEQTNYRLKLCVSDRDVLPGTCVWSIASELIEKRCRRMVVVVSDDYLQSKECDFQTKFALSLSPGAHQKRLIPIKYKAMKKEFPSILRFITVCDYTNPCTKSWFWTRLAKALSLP
Target sequence (Q9NR96 whole entry, looked up): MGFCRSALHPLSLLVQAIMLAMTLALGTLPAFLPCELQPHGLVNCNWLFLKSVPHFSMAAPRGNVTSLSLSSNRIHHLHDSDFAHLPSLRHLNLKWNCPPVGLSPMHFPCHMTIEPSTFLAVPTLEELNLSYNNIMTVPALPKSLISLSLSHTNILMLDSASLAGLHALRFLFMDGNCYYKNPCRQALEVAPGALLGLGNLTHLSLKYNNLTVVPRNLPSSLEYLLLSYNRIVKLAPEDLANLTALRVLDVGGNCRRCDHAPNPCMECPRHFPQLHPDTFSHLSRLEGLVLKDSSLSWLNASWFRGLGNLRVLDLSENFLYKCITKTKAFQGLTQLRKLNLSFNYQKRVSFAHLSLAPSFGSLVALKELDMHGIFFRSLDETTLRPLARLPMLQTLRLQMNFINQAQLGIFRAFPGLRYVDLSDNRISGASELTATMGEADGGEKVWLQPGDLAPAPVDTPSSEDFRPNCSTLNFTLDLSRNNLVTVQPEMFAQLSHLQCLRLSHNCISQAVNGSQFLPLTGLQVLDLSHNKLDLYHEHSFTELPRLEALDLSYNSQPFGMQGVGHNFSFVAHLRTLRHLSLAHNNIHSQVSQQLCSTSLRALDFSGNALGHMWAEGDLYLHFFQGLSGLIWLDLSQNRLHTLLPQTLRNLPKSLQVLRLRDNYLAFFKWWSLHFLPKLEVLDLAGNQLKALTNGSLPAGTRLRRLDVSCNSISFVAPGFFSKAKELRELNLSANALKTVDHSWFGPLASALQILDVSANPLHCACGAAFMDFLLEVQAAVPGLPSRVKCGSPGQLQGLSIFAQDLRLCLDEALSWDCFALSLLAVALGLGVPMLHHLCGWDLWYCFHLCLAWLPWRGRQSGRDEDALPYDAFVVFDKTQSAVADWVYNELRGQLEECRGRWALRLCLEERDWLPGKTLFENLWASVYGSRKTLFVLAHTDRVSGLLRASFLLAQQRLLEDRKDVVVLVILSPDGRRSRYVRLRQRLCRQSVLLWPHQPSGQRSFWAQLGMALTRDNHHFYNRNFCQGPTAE
SRC3 inh – SRC3 coactivator transcriptional activity inhibitors, primary screen, cell-based, luminescence | Nuclear receptor coactivator 3 (Homo sapiens), Q9Y6Q9 | HEK293 GAL4-SRC3 luciferase reporter | AID 588352, 2011 | actives 0.17% (n = 360,000) | inhibition, % at 3.6 µM;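 active = inhibition above a per-campaign cutoff, the mean of all compounds plus 3 SD, cut at about 60% in these data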;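 also: 0% = DMSO-treated cells and 100% = gossypol-treated cells at 36 µM; higher means less SRC3-driven luciferase light from the GAL4 reporter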
NR5A2 inv ag – LRH-1 (NR5A2) inverse agonists, primary screen, cell-based, luminescence, HEK293T, StAR-luciferase reporter; LRH-1 transfected, 24 h; Nuclear receptor subfamily 5 group A member 2 (Homo sapiens), O00482; inhibition, % at 3.6 µM; actives 0.13% (n = 360,000); AID 602396, 2012;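 active = inhibition above the mean inhibition of all tested compounds plus 3 SD, cut at about 73% in these data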;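 also: 0% = DMSO wells and 100% = reporter-only cells lacking LRH-1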
EBV LMP1 NFkB – EBV LMP1-driven NF-kappaB luciferase reporter inhibitors, primary screen, cell-based, luminescence, single point. LMP1-induced NF-kappaB luciferase reporter cells. inhibition, % at 12.5 µM. AID 504558, 2011. actives 0.69% (n = 350,000); in the data active = inhibition above about 41%;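 also: 0% = neutral control wells and 100% = reference inhibitor control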
MC4R barr agon – MC4R agonists recruiting beta-arrestin, primary screen, cell-based, luminescence, agonist arm of biased-ligand search; Melanocortin receptor 4 (Homo sapiens), P32245; U2OS MC4R beta-arrestin complementation; percent of melanotan II response, DMSO zero; activation, % at 8.9 µM; actives 0.98% (n = 360,000);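 active = activation above a per-plate cutoff, the mean activation of sample wells on that plate plus 3 SD, cut at about 8% in these data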
SRC2 inh – inhibition of GAL4-SRC2 driven luciferase reporter, primary screen, SRC2 inhibitor project, cell-based, luminescence. inhibition, % at 9 µM. Nuclear receptor coactivator 2 (Homo sapiens), Q15596. actives 0.17% (n = 370,000). HEK293 GAL4-SRC2 luciferase reporter;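 active = inhibition above the mean inhibition of all tested compounds plus 3 SD, set per campaign, cut at about 52% in these data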;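 also: 0% = DMSO treated cells and 100% = cells given Gossypol at 36 µM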
NOD2-RIPK2 inh – NOD2-RIPK2 binding disruptors in cells, primary screen, fluorescence, CHO cells, BLA complementation. actives 0.38% (n = 360,000). inhibition, % at 4.98 µM. CCF4 ratio. AID 624267, 2012; in the data active = inhibition above about 21%;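 also: 0% = vehicle only and 100% = reference blocker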
COUP-TFII inh – NR2F2 transcriptional activity inhibitors, primary screen, cell-based, luciferase reporter, HEK293T, luminescence; AID 686940, 2013; COUP transcription factor 2 (Homo sapiens), P24468; inhibition, % at 8.6 µM; HEK293T NGFI-A luciferase reporter; actives 0.7% (n = 370,000);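 active = inhibition above a per-plate cutoff, mean inhibition of test wells between control levels plus 3 SD, cut at about 38% in these data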;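 also: cells cotransfected with COUP-TFII expression vector driving the NGFI-A reporter; 0% = median of COUP-TF2 test wells and 100% = reporter-only cells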
MC4R antagonist – MC4R antagonists of cAMP signaling, primary screen, cell-based, TR-FRET, antagonist arm of biased-ligand search; Melanocortin receptor 4 (Homo sapiens), P32245; MC4R-expressing cells, MTII-stimulated cAMP, LANCE TR-FRET; inhibition, % at 6.5 µM; actives 0.48% (n = 360,000); AID 540295, 2011;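 active = inhibition above its plate's cutoff, the mean of tested wells on that plate plus 3 SD, cut at about 29% in these data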;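 also: 0% = Melanotan II alone and 100% = Melanotan II plus saturating MCL0020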
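Assay system: U2OS cells stably expressing human melanocortin 4 receptor (MC4R) / Dosing: 6.5 µM / Timing: compound 30 min, challenge 1 h, detection 1 h / Measured by: Eu-cAMP/anti-cAMP TR-FRET, emission 671 nm / Replicates: singlicate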
NCOA1 inh – SRC1 coactivator transcriptional activity inhibitors, primary screen, cell-based, luminescence; HEK293 GAL4-SRC1 luciferase reporter; inhibition, % at 3.6 µM; actives 0.12% (n = 360,000); AID 588354, 2011;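 active = inhibition above the campaign mean plus 3 SD, with each screening campaign given its own cutoff, cut at about 60% in these data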;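 also: 0% = DMSO treated cells and 100% = gossypol at 36 µM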
An asterisk follows results filed as active; . = no result given. These rows are one share of the data; the hit share may differ from the screen's.

SMILES	ABHD5-PLIN5 inh	TLR9-MyD88 inh	SRC3 inh	NR5A2 inv ag	EBV LMP1 NFkB	MC4R barr agon	SRC2 inh	NOD2-RIPK2 inh	COUP-TFII inh	MC4R antagonist	NCOA1 inh
Cc1ccc(S(=O)(=O)N(C)CC(=O)Nc2cccnc2)cc1	-4	-2	-8	6	0	-0.4	-1	-2	13	5	10
CCn1c(=NC(=O)CSC(C)=O)sc2cc(F)ccc21	-19	2	1	19	1	0.7	4	-5	6	-7	-8
COc1cccc(/C=C2/C(=O)NN(c3ccc(F)cc3)C2=O)c1	1	-4	-6	-3	6	-0.7	1	-12	3	-1	-15
COc1ccc(NC(=O)c2sc(=O)n(Cc3ccc(SC)cc3)c2C)cc1OC	-7	.	5	-1	.	0.2	-42	2	-6	2	7
CSc1nc2c(c(=O)n1-c1ccccc1)SCC2	-5	5	16	10	3	-2.3	-9	2	-9	0	14
O=C(NCCC(=O)N1CCC2(CC1)NCCc1[nH]cnc12)c1cccc(C(F)(F)F)c1	-2	2	3	-14	3	-2.3	12	-7	-9	4	0
c1ccc(-c2cc(-c3ccc(N4CCOCC4)cc3)nc3ccccc23)cc1	-4	3	11	-17	1	-2.0	-2	7	-10	2	-3
Cc1ccc2[nH]c(=O)c(CC=C(Cl)Cl)c(C)c2c1	1	6	15	-9	4	-4.2	5	6	-2	-1	6
O=C(Nc1ccc(-c2nnc(-c3ccccc3)o2)cc1)C1CCCO1 (configuration not stated)	5	2	-97	-63	0	-1.4	-36	-7	-49	3	-120
COc1cccc(/C=N/NC(=O)c2cnccn2)c1OC	2	8	-15	-24	-1	1.4	-37	-9	-7	2	-4
Nc1ccccc1C(=O)N1CCc2ccccc21	-8	9	-55	-18	-7	0.8	-10	11	-14	-7	-48
Cc1ccc(OCCC(=O)NNC(=O)c2ccccc2F)cc1	-9	3	-1	7	8	-0.8	-12	2	-1	5	-5
CC(C)C1C(C#N)=C(N)Oc2n[nH]c(C(C)(C)C)c21 (configuration not stated)	-3	-12	-1	3	-16	-0.8	14	-9	9	16	11
N#Cc1cnc(NOCc2ccc(Cl)cc2)nc1	3	4	8	-6	2	0.9	-18	1	-16	-1	3
Cc1occc1C(=O)NC(C)CCc1ccccc1 (configuration not stated)	-3	-6	1	9	-4	-1.0	-9	-2	0	13	4
O=C(O)c1cc2nc(-c3cccs3)cc(C(F)(F)F)n2n1	4	4	0	3	5	-0.4	3	8	7	-2	-28
O=c1[nH]c2cc(Cl)cc([N+](=O)[O-])c2c2ccc(Cl)cc12	3	-5	-4	0	-9	-2.2	1	-4	12	5	-4
O=C(NCC1CC1)Nc1cccc(C(F)(F)F)c1	0	-14	-3	2	-3	-0.1	-5	5	-8	22	8
CCOC(=O)N1CCN(C(=O)c2c[nH]c3ccc(S(=O)(=O)N(C)c4ccc(F)cc4)cc3c2=O)CC1	4	5	11	2	-3	-2.5	-28	-7	19	-2	-10
CC(C)(C)N(Cc1ccccc1)C(=O)CN1C(=O)c2ccccc2S1(=O)=O	6	-7	-12	7	-5	-1.4	2	-9	-8	16	4
O=C(Nc1ncc(Cc2cccc(Cl)c2)s1)C1=NCCN1	-2	6	13	0	14	-3.5	6	-3	10	0	3
COc1ccc(N(CC(=O)Nc2ccccc2F)S(=O)(=O)c2ccc(OC)c(OC)c2)cc1	1	-13	4	5	8	-0.4	-12	5	-7	0	-5
Cc1cn(C2CCCCO2)c(=O)[nH]c1=O (configuration not stated)	-4	-3	7	-8	-4	3.0	22	1	5	2	6
O=C(Nc1ccc(Br)cc1)C1CC(c2c(F)cccc2Cl)=NO1 (configuration not stated)	-4	-4	-17	-23	-4	0.6	-43	9	6	3	-16
COc1ccc(-c2nc(CN(CC3CCC(=O)N3)C(C)C)c(C)o2)c(C)c1C (configuration not stated)	-1	-4	-3	-3	10	-1.9	17	-11	16	6	-5

Carrying on:
SMILES	ABHD5-PLIN5 inh	TLR9-MyD88 inh	SRC3 inh	NR5A2 inv ag	EBV LMP1 NFkB	MC4R barr agon	SRC2 inh	NOD2-RIPK2 inh	COUP-TFII inh	MC4R antagonist	NCOA1 inh
Cc1cc(C)c2c(=O)n(CC(=O)Nc3ccc(Br)c(C)c3)sc2n1	7	11	24	-7	-9	-0.3	12	-6	18	5	18
O=C(/C=C/c1ccc(F)cc1)NC(=S)N1CCCCC1c1cccnc1 (configuration not stated)	-3	-10	18	8	5	-0.4	-39	-6	12	10	0
CN(C)c1ccc(CNCCC(Cc2ccccc2)c2ccco2)cc1 (configuration not stated)	12	-6	12	6	-7	5.0	-25	-6	2	3	0
CCCCN(C(=O)C1=NN(c2cc(C)ccc2C)C(=O)CC1)c1c(N)n(CCC)c(=O)[nH]c1=O	-6	-17	1	-8	-5	0.0	6	4	9	6	-6
COc1ccc(NC(=O)c2nn(C)c3c2CS(=O)(=O)c2ccccc2-3)cc1	-3	-5	11	17	-3	-1.9	5	-8	1	-2	-24
O=c1c2c(-c3ccc([N+](=O)[O-])cc3)csc2nc2n1CCCCC2	-1	-4	2	7	-12	-1.1	1	-4	-6	0	-41
Cc1ccc2nc(N3CCN(C(=O)c4ccco4)CC3)c3nncn3c2c1	-4	-5	-26	-15	0	-5.0	-50	-5	2	-2	-5
COc1cc(C(=O)NCCCNc2nc3cc(C)c(C)cc3cc2C#N)cc(OC)c1OC	-3	-2	-28	-25	-4	-3.1	-31	4	-10	0	2
O=C(NCc1ccc2c(c1)OCO2)C1CC(=O)N(c2ccc(O)cc2)C1 (configuration not stated)	4	7	9	14	0	2.5	-4	-5	-3	-5	-14
CN(C)CCCOC(=O)c1sc2ccccc2c1Cl	-1	1	12	15	2	-2.3	-28	5	-4	-1	13
COc1ccc(C=NNC(=S)NC23CC4CC(CC(C4)C2)C3)cc1OC	-8	6	4	-7	23	-3.0	1	-6	12	3	-3
N#Cc1ccc(C(=O)NC(=S)NC2CCCCC2)cc1	-12	-2	-24	-48	-19	-0.1	-29	6	0	-4	-15
O=C(NNc1ccc([N+](=O)[O-])cn1)Nc1ccc(N=Nc2ccccc2)cc1	5	9	-11	-23	-21	-0.1	-63	-5	-2	5	-14
Cc1ccc2cc3cc(C(=O)NC4CC4)oc3nc2c1	3	4	-58	-57	-19	-1.9	-28	-6	-12	15	-61
O/N=C/c1cc(Br)ccc1OCc1ccc(F)cc1	-9	2	-27	-38	0	2.9	3	-6	-6	2	-20
O=C(NCc1ccco1)c1ccc(S(=O)(=O)c2cccc(S(=O)(=O)N3CCOCC3)c2)cc1	2	-5	3	-6	3	-0.8	0	-8	9	3	-46
CCOC(=O)NCc1ccc(S(=O)(=O)Nc2c(C)cccc2C)cc1	2	3	7	-30	0	-3.0	8	-7	15	5	-13
Cc1cn([C@H]2C[C@H](O)[C@@H](CNCc3ccccc3)O2)c(=O)[nH]c1=O	-2	3	-1	14	0	-0.2	-11	-3	-2	4	-7
CC(NC(=O)Cn1ncc(Cl)c(Cl)c1=O)C12CC3CC(CC(C3)C1)C2 (configuration not stated)	14	23*	11	-32	-94	-2.4	.	66*	.	81*	-36
Cc1ccc(C(=O)CSc2nnc(-c3c[nH]c4ccccc34)o2)cc1	-5	-1	-4	-21	1	8.2*	9	-10	-9	2	0
O=C(c1cc([N+](=O)[O-])ccc1N1CCOCC1)N1CCN(S(=O)(=O)c2cc(Cl)ccc2Cl)CC1	3	-8	2	7	12	-2.7	7	5	14	0	18
O=C(NC1CCN(C(=O)Nc2ccccc2Cl)CC1)c1cccc(F)c1	12	-2	-9	-10	3	-2.3	-6	4	8	27	14
CN(Cc1ccco1)C(=O)C1CCC(=O)N1Cc1ccc(F)cc1 (configuration not stated)	0	0	2	-2	-3	-2.5	-7	-2	9	5	6
COc1ccc(/C=C/C(=O)Nc2ccc3nc4n(c(=O)c3c2)CCCC4)cc1OC	0	-1	8	-3	4	6.4	-4	1	4	-8	2
COc1ccc(S(=O)(=O)Nc2cc3c4c(c2)CCN4C(=O)CC3)cc1	-5	3	0	-14	-5	-3.0	-15	2	-10	7	8

Next section
SMILES	ABHD5-PLIN5 inh	TLR9-MyD88 inh	SRC3 inh	NR5A2 inv ag	EBV LMP1 NFkB	MC4R barr agon	SRC2 inh	NOD2-RIPK2 inh	COUP-TFII inh	MC4R antagonist	NCOA1 inh
COc1ccc(C(C)=O)cc1Cn1c(C)c(C(=O)NCC(C)C)sc1=O	-1	.	-10	-38	.	-0.6	-10	13	12	12	-21
CCCOc1ccc(C(C)(O)CN2CCOCC2)cc1 (configuration not stated)	-3	4	6	-12	-4	-0.7	-10	1	3	5	-7
CC(=O)Nc1ccc(C(=O)OCC(=O)NCc2ccc3c(c2)OCO3)cc1	-19	-2	1	6	4	-0.1	20	-4	-2	10	-5
O=C(c1ccc(Br)o1)N1CCN(Cc2ccc3c(c2)OCO3)CC1	21	-1	1	7	-2	2.0	-10	0	14	2	22
C=CCOC(=O)C1C(=O)CC(C)(O)C(C(=O)OCC=C)C1c1ccc(N(C)C)cc1 (configuration not stated)	2	-10	1	3	-17	-0.5	6	2	-9	6	-6
C/C(=N\NC(N)=O)c1cc(Cl)cc(Cl)c1O	-4	.	4	4	.	-2.3	-20	3	-15	4	4
Cc1ccc(C(=O)N2[C@@H]3CN(C)C(=O)[C@@]2(C)[C@H]2C(=O)N(C)C(=O)[C@@H]32)cc1	2	-2	-19	18	8	-2.4	2	0	20	-2	2
Nc1cc(=O)[nH]c(=S)n1-c1cccc(C(F)(F)F)c1	4	-6	-5	-2	-2	-0.2	16	1	-12	-1	-2
CCNc1nc(NCC)n2c(SCC(=O)Nc3ccc(NC(C)=O)cc3)nnc2n1	2	-4	-1	-15	7	-0.8	-1	-1	19	10	-11
COc1ccc(OC)c(-c2nnc3n2N=C(c2ccc(OC)c(OC)c2)CS3)c1	6	-2	5	41	14	-1.1	1	5	-130	-49	-45
CCOC(=O)c1cnn(-c2ncnc3sc(C)c(C)c23)c1N	-1	2	6	3	-6	-0.8	-31	-5	7	1	-28

Compound activity deposited in PubChem BioAssay by several laboratories.
